Screening data: PubChem, National Center for Advancing Translational Sciences (NCATS)
EPAC1 ag = EPAC1 (human) agonism | EPAC1 agonist qHTS, biochemical assay; response scale: 100% = response to 6.5 mM cAMP | 0.073% of 360,000 active | O95398 | Potency, µM (doses to about 154 µM), for inactives: at the highest dose activation, hits mostly activators | AID 720707; further: nearly all actives have a fitted effect of over 60% in size
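Multi-concentration qHTS readout: loss of Rap1B-bound BODIPY-GDP fluorescence driven by 100 nM EPAC1 with excess GDP (50 uM), monitored kinetically at room temperature; agonist response expressed relative to 6.5 mM cAMP.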
TDP43 rescue = TDP-43 toxicity inhibition in yeast; TDP-43 expressing yeast growth rescue, BacTiter-Glo, 24 h; 1.8% of 410,000 active; Potency, µM (doses to about 46.1 µM), without a hit: at the top dose growth rescue (activation), actives largely listed as activators; further: % of control where 0% means no effect; nearly all actives have a fitted effect of over 50% in size
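In this qHTS, compounds that restore growth of yeast expressing TDP-43 appear as activators. Cells (OD600=0.02, galactose medium, raffinose-pregrown) are incubated with compound 24 hr at 30 deg C and growth is quantified by BacTiter-Glo.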
EPAC1 antag = EPAC1 (human) antagonism | EPAC1 GEF assay, Rap1b-BODIPY-GDP exchange fluorescence | Potency, µM (top dose mostly 115 µM), inactives show at the highest dose activity change, negative = inhibition, actives largely listed as inhibitors | AID 720709 | O95398 | 0.14% of 360,000 active;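 further: plate controls were vehicle for no effect and positive control for full effect; nearly all actives have a fitted effect of over 50% in size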
EPAC2 antag = antagonists of human EPAC2; Q8WZA2; EPAC2 GEF exchange of Rap1B-BODIPY-GDP, fluorescence; Potency, µM (top dose mostly 114 µM), for inactives: at the highest dose activity, negative = inhibition, actives largely listed as inhibitors; 0.18% of 360,000 active; AID 720708; further: on the % scale 0 is the no-effect control and ±100 the full control effect; nearly all actives have a fitted effect of over 45% in size; many of its hits are not listed in these tables
Target sequence (Q8WZA2 whole entry, looked up): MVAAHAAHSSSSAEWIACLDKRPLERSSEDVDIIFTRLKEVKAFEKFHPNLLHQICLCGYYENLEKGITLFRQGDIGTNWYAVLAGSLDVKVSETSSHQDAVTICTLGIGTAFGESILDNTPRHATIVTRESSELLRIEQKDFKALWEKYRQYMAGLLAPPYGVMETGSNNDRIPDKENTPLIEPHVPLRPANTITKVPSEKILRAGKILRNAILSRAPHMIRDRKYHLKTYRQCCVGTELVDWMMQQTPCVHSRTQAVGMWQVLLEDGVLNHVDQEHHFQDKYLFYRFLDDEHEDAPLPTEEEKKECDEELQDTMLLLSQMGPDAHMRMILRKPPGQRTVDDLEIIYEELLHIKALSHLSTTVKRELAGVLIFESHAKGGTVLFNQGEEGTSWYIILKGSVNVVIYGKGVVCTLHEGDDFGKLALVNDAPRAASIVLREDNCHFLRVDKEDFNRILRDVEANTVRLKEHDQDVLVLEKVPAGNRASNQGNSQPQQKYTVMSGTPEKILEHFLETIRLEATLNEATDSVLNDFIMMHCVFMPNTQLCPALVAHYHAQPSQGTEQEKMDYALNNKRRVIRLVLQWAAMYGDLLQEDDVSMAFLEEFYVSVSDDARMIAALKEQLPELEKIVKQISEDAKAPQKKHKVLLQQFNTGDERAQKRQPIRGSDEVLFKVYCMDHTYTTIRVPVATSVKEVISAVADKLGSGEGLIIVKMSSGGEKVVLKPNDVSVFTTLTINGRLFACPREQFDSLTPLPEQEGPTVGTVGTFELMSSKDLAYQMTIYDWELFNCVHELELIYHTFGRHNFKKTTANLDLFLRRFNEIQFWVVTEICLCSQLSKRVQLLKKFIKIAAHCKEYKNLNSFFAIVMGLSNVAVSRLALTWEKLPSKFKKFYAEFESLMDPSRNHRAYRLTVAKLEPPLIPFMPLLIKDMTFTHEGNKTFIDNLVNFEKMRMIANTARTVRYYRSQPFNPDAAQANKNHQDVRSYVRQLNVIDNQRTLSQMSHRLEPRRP
PTHR1 agonist = PTHR1 (human) receptor agonism; Q03431; 0.075% of 410,000 active; Potency, µM (doses to about 115 µM), for inactives: at the top dose activation, usual class: activators; HEK293 GP2 PTHR1 cells, GloSensor cAMP luminescence, 1 h; further: nearly all actives have a fitted effect of over 55% in size; some results filed as inactive show a strong effect at the top dose; inactives centre near -15; many of its hits are not listed in these tables
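HEK-293-derived GP2 cells expressing PTHR1 and a GloSensor cAMP reporter, 3,000/well, plated overnight, given luciferin plus IBMX (each 0.5 mM as added) for 1 h at 37 °C, then compound for 1 h at 37 °C. Luminescence was read after 15 min at room temperature.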
aSyn rescue = inhibitors of alpha-synuclein toxicity in yeast; 0.14% of 370,000 active; Potency, µM (series often up to 46.1 µM), without a hit: at the highest dose growth rescue (activation), usual class: activators; AID 652106; Yeast expressing alpha-synuclein, growth rescue, BacTiter-Glo, 24 h; further: % of control where 0% means no effect; nearly all actives have a fitted effect of over 65% in size
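Galactose-induced alpha-syn yeast (OD600=0.02, raffinose-pregrown) + pinned cpd, 24 hr, 30 deg C; growth by BacTiter-Glo luminescence. Growth restoration scores as activation.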
EPAC2 ag = activates human EPAC2 exchange factor; Q8WZA2; EPAC2 activation, biochemical qHTS; response scale: 100% = 6.5 mM cAMP response; Potency, µM (doses to about 154 µM), for the others: top-dose activation, actives largely listed as activators; 0.079% of 360,000 active; AID 720711; further: nearly all actives have a fitted effect of over 50% in size
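Nucleotide exchange monitored as fluorescence drop when BODIPY-GDP leaves Rap1B. Reaction: 100 nM EPAC2, 250 nM RAP1B-BODIPY-GDP, 50 uM GDP, room temperature, kinetic read over 30 min. Activity expressed relative to 6.5 mM cAMP.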
FUS yeast rescue = suppressors of FUS proteinopathy in yeast. S. cerevisiae FUS-expressing, growth rescue, OD600, 24 h. Potency, µM (highest dose often 76.6 µM), inactives show at the top dose growth rescue (activation), most hits filed as activators. 0.24% of 390,000 active. AID 1347120;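 further: plate controls were DMSO vehicle for no effect and reference control for full effect; nearly all actives have a fitted effect of over 55% in size; some results filed as inactive show a strong effect at the top dose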
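Cultures pregrown in 2.5% raffinose medium are shifted to minimal medium containing 2% galactose to express toxic FUS. Compounds are tested at several concentrations. After 24hr at 30C, growth is quantified at 600 nm absorbance.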
* hit, by the source's call; i = inactive; ? = inconclusive; . = no result given; & = joins results of further samples; [ ] = dose if it differs, or a comment. The call rests on the fitted dose curve; in most records, active means well fitted curve in the direction sought with a large enough effect; inconclusive means small, poorly fitted or top-dose-only effect, or another doubt; inactive means no such curve, though single readings can be large; an effect the other way counts as inactive or inconclusive. Potency means the concentration at half of the fitted maximal effect.

SMILES | EPAC1 ag | TDP43 rescue | EPAC1 antag | EPAC2 antag | PTHR1 agonist | aSyn rescue | EPAC2 ag | FUS yeast rescue
CC(=O)c1c(C)[nH]c(C(=O)CSc2nnc3ccccn23)c1C | 1% | 14% | 9% | -1% | i | -14% | -1% | -11%
CCN(CC)c1nc2ccccc2c(N)c1-c1ccccc1 | 2% | -13% | -23% | -4% | -4% | 0% | 4% | -19%
COC(=O)c1cccc(C23CC4(C2)[C@H](CN(Cc2cccnc2)[C@@H]4c2ccccc2)C3c2ccccc2)c1 (some centres undefined) | -12% | -24% | ? | -2% | 25% | -20% | 10% | 45%
CCOC(=O)C1=C(C)N(CC(C)C)C(=O)C1 | -2% | -6% | -14% | 5% | i | 2% | -1% | 0%
Cc1ccccc1NC(=S)N/N=C/c1ccc(O)cc1O | 8% | 18% | ? | -10% | -27% | -1% | 6% | 18%
CC(=O)c1cccc(NC(=O)C(CC(C)C)NC(=O)C2CCCCC2)c1 (centres undefined) | -12% | -15% | 6% | 11% | -1% | 6% | 5% | -15%
O=C(OCC(=O)N1CCCC1=O)c1nc(Cl)ccc1Cl | 7% | 22% | -6% | -7% | i | -2% | 1% | -16%
COc1cc(C(=O)NCc2ccc3c(c2)OCO3)ccc1OCc1c(C)noc1C | 11% | 0% | 0% | 4% | -18%[57.5 µM] | -2% | -7% | 4%
S=c1[nH]c2ccc(Cc3ccc4[nH]c(=S)[nH]c4c3)cc2[nH]1 | -7% | 3% | 5% | 7% | -11% | -7% | 3% | 24%
COc1cc(-n2c(=O)c3ccccc3n(Cc3cccc(F)c3)c2=O)cc(OC)c1OC | -4% | 6% | -19% | 5% | i | 0% | 4% | 1%
CCc1ccc(C2CC(=O)Nc3c2c(=O)nc2c(C)cccn32)cc1 (centres undefined) | -3% | ? | 19% | 7% | -23% | -1% | 7% | 17%&-12%
CC1(C(=O)NS(=O)(=O)c2cccs2)CCN1C(=O)c1ccccc1CCc1ccccc1 (centres undefined) | -8% | -23% | -6% | -17% | -25% | -16% | -1% | 9%
O=C(c1sccc1-c1ccccc1)N1CCN(S(=O)(=O)c2ccccc2F)CC1 | 3% | 30% | 0% | -8% | -11% | -1% | 24% | 30%
CCOC(=O)c1c2n(c3ccc(O)cc13)CCC2 | -4% | -1% | -13% | 13% | i | 0% | 7% | -13%
O=c1c2ccccc2nnn1CSc1nnc(-c2ccco2)o1 | 6% | 7% | -2% | 0% | -12%[57.5 µM] | 2% | -4% | 15%
Cc1cc(C)c(CN2CCN(Cc3ccc(C)o3)C(CCO)C2)c(-n2cccn2)c1 (centres undefined) | 12% | 13% | -6% | 0% | -2% | 1% | 18% | 21%
O=C1NN(c2ccccc2)C(=O)C1=Cc1ccccc1 | 4% | 7% | -3% | 8% | -14% | -2% | 10% | -15%
O=C(Cc1c(O)c2ccccc2[nH]c1=O)N(Cc1ccccc1)Cc1ccccc1 | -4% | -18% | 16% | 5% | 27%[57.5 µM] | ? | -3% | ?
CC1CC(C)(C)NC(=S)N1CCC(=O)N1CCN(Cc2ccccc2)CC1 (centres undefined) | -8% | -7% | -5% | 1% | -16% | -4% | -2% | -2%
CCOc1cc(N2CCOCC2)c(OCC)cc1NC(=O)CN1CCC(Cc2ccccc2)CC1 | 2% | 0% | -24% | -29% | 3% | 8% | -1% | -15%
COc1ccc(C=O)cc1CSc1ncccc1C(=O)O | -8% | 6% | -28% | 2% | i | -4% | 13% | 12%
COc1ccc(-n2c(SCC3OCCO3)nc3c(sc(=S)n3-c3ccccc3)c2=O)cc1OC | 7% | -2% | -7% | 2% | i | 6% | 6% | ?
Cn1nc(C(C)(C)C)c([N+](=O)[O-])c1C(=O)N1CCOCC1 | 11% | 10% | -1% | 6% | i | 0% | 6% | -21%
CCCCc1nc(NCCN)c(C#N)c2c1CSC(C)(C)C2 | -4% | ? | -23% | 0% | i | 0% | 1% | -4%
O=C(O)CN1CCCCC1 | 5% | 3% | 17% | 14% | i | -1% | 7% | 6%
CCCNC(=O)c1ccc(-c2nc3ccccc3s2)s1 | 10% | -22% | 11% | 5% | -75%[inhibitor][57.5 µM] | -2% | -1% | ?
O=C(Nc1ccnn1C1CCN(Cc2ccc(CO)o2)CC1)c1ccc2c(c1)OCO2 | 8% | 4% | -5% | 4% | 0% | -6% | 6% | .
O=C(O)/C=C/c1cn(-c2ccccc2)nc1-c1cccs1 | -8% | 12% | 6% | 0% | -41%[inhibitor] | 11% | -1% | 13%
CCOC(=O)Cc1csc(NC(=O)CSc2ncnc3c2cnn3-c2ccccc2Cl)n1 | -13% | ? | -15% | 7% | -22%[57.5 µM] | -15% | -1%[15.6 µM] | 33%
O=C(O)c1ccccc1-c1ccccc1C(=O)Nc1ccc(OC(F)(F)F)cc1 | 8% | -2% | -2% | -14% | i | 1% | -2% | -9%
CCCCCn1c(SCc2ccncc2)nc2cc(C(=O)NCc3ccco3)ccc2c1=O | 8% | -20% | -3% | 0% | i | 2% | 1% | ?
CCn1ncc(C(=O)Nc2ccc(S(=O)(=O)N3CCCC3)cc2)c1C | -4% | -2% | 4% | 17% | -3%[57.5 µM] | 5% | 1% | 14%
OC(c1ccc(F)cc1)c1nc(-c2cccc(C(F)(F)F)c2)cs1 (centres undefined) | -11% | 1% | -11% | -19% | -2% | -65%[inhibitor] | -6% | 13%
N#Cc1sc2nc(-c3cccs3)cc(-c3ccc(Cl)cc3)c2c1N | 11% | -2% | 4% | -2% | i | 4% | 7% | ?
COc1cc(NC(=S)NC(=O)c2ccc(F)cc2)ccc1NC(=O)c1ccco1 | -6% | 13% | -8% | 14% | -16% | -2% | 0% | 35%
COC(=O)c1ccc(S(=O)(=O)NCc2ccc(OC)cc2)n1C | 6% | -9% | -11% | 5% | i | 1% | 0% | -11%
CN(C)/C=C(\c1cnc(Cl)s1)S(=O)(=O)c1ccccc1 | 7% | -9% | 4% | -9% | i | -6% | 8% | 10%
CC(CNC(=O)CCS(=O)(=O)c1cc2c(cc1Cl)NC(=O)CO2)c1ccccc1 (centres undefined) | -2% | 9%&21% | 3% | 5% | -12%&-7% | -3% | 4% | -20%&-11%
CC(=O)Nc1ccc(CNc2nc(NCC3CC3)nc3ccsc23)cc1 | -2% | 8% | -9% | 4% | i | ? | 3% | -20%
CC(=O)c1ccc(NC(=O)c2cc(C)no2)cc1 | 2% | 7% | 9% | 10% | i | 10% | -3% | -8%
O=C(Nc1nnc(-c2ccccn2)o1)c1cccc(Br)c1 | 11% | ? | -20% | -1% | i | 15% | -3% | 19%
CCCn1c(SCC(=O)c2c(N)n(C3CC3)c(=O)[nH]c2=O)nnc1-c1ccncc1 | 4% | 14% | ? | 2% | i | -1% | 10% | -28%
O=C(CCCOc1cccc(Br)c1)NC1CCC(O)CC1 (centres undefined) | -10% | -23% | 4% | 7% | -21% | 5% | 5% | .
CCC(=O)c1ccc(O)c(OC)c1 | 4% | 0% | -5% | -8% | i | 1% | 8% | -4%
O=C(Cn1c(C(F)(F)F)nc2ccccc21)c1ccccc1 | 2% | ? | 0% | 5% | i | 23% | -12% | 2%

Of the compounds above, these contain a Cl atom:
SMILES | EPAC1 ag | TDP43 rescue | EPAC1 antag | EPAC2 antag | PTHR1 agonist | aSyn rescue | EPAC2 ag | FUS yeast rescue
O=C(OCC(=O)N1CCCC1=O)c1nc(Cl)ccc1Cl | 7% | 22% | -6% | -7% | i | -2% | 1% | -16%
CCOC(=O)Cc1csc(NC(=O)CSc2ncnc3c2cnn3-c2ccccc2Cl)n1 | -13% | ? | -15% | 7% | -22%[57.5 µM] | -15% | -1%[15.6 µM] | 33%
N#Cc1sc2nc(-c3cccs3)cc(-c3ccc(Cl)cc3)c2c1N | 11% | -2% | 4% | -2% | i | 4% | 7% | ?
CN(C)/C=C(\c1cnc(Cl)s1)S(=O)(=O)c1ccccc1 | 7% | -9% | 4% | -9% | i | -6% | 8% | 10%
CC(CNC(=O)CCS(=O)(=O)c1cc2c(cc1Cl)NC(=O)CO2)c1ccccc1 (centres undefined) | -2% | 9%&21% | 3% | 5% | -12%&-7% | -3% | 4% | -20%&-11%

Additional compounds follow.
SMILES | EPAC1 ag | TDP43 rescue | EPAC1 antag | EPAC2 antag | PTHR1 agonist | aSyn rescue | EPAC2 ag | FUS yeast rescue
O=C(Nc1ccccc1)OCC1CCCN2CCCCC12 (centres undefined) | 0% | -5% | -7% | 0% | i | 2% | 1% | 1%
NC(=O)C1CCN(C(=O)/C(=C/c2ccco2)NC(=O)c2ccccc2)CC1 | -3% | -15% | 10% | 12% | -1% | 1% | 19% | 18%
CC(C)c1ccc2c(c1)C(N1CCN(C)CC1)Cc1cccnc1S2 (centres undefined) | 4% | 0% | -9% | -8% | -4% | 9% | 11% | 5%
CC(O)CN(Cc1ccc(Cl)cc1)CC(C)O (centres undefined) | 1% | -1% | -1% | 10% | -6%[57.5 µM] | 1% | 2% | 7%
O=C(COC(=O)CNC(=O)c1ccc2c(c1)OCO2)Nc1ncc(Cl)cc1Cl | 2% | -4% | 2% | 3% | i | -3% | 1% | 3%
COc1ccc(C(=O)N[C@H](C(=O)OCc2cc(=O)oc3cc(C)ccc23)C(C)C)cc1 | -3% | 16% | ? | 0% | -29% | 3% | 3% | 28%
O=C(COc1ccccc1)Nc1sc2c(c1C(=O)NCc1cccnc1)CCCC2 | 6% | -7% | -8% | 13% | 7%[57.5 µM] | 1% | 0% | 39%
Clc1cccc(-c2nc3ccc(Br)cn3c2Cc2ccccc2)c1 | -10% | ? | -14% | ? | i | -16% | 5% | 16%
CC(=O)c1ccc2c(c1)C1C=CCC1C(C(=O)O)N2 (centres undefined) | 0% | 1% | 50µM* | 4% | -7% | -5% | 3% | 3%
CC(=O)Nc1ccc(S(=O)(=O)Nc2nc(C)nc3sc(C)c(C)c23)cc1 | 1% | -14% | -13% | 4% | -33%[inhibitor] | -13% | 5% | -10%
CC(C)Sc1nc(N2CCOCC2)c2c3c(sc2n1)COC(C)(C)C3 | 21% | 27% | -21% | -2% | -31%[inhibitor] | 6% | ? | 40%
Cc1c(Cl)c(=O)n2c(=O)c(Cl)c(C)n12 | -5% | -12%[0.397 µM] | 10% | 6% | -40%[inhibitor] | 5% | 9% | -13%
NC(=O)c1ccc(C23CC4CC(CC(C4)C2)C3)o1 | -3% | ? | -14% | 10% | i | 9% | 7% | .

This is a subset; the hit share may differ from the screen's.
